Bioassay records from PubChem BioAssay.
miR-122 sensor – miR-122 Renilla sensor signal increase in Huh7, primary screen, miR-122 inhibitor project, cell-based, single point, plate reader. Huh7 miR-122 Renilla luciferase sensor, 48 h; neutral wells = 0, positive control = 100. activation (reporter increase), % at 12.5 µM. AID 602342, 2012. 0.3% of 340,000 active;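 active = mean replicate activation score at least 90 and every replicate individually at or above 90; inconclusive = only one of the two criteria met; inactive = neither criterion met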;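 also: higher luciferase means less miR-122 activity so hits act as miR-122 inhibitors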
PglD inh – C. jejuni PglD acetyltransferase inhibitors, primary screen, biochemical, DTNB colorimetric, single point; UDP-N-acetylbacillosamine N-acetyltransferase PglD (Campylobacter jejuni); purified PglD enzyme, DTNB colorimetric CoA detection; inhibition, % at 12.5 µM; 0.098% of 360,000 active; AID 602405, 2012; in the data active = inhibition above about 16%, passing the limit was not always enough; inconclusive = no clear call, values can overlap the other calls; also: strong numbers were not always called active
F508del corr – F508del CFTR correction, initial screen, CFBE line, single point | 0.36% of 350,000 active | activity (quench increase), % at 7.58 µM | CFBE cells, YFP halide quenching; stimulated with forskolin plus potentiator P3; % fluorescence drop versus neutral controls;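 active = mean added fluorescence quench of at least 8% versus neutral control, with both replicates also reaching 8%; inconclusive = only one of the mean or replicate conditions met; inactive = mean below 8% and not both replicates reaching 8%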;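 also: cells transiently co-express mutant CFTR-F508del with the halide-sensitive YFP; corrector assay measuring rescue of mutant channel to the surface after 24 h compound exposure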
Cneo AK release – Cryptococcus neoformans cell lysis inducers, primary screen, AK release luminescence, single concentration | C. neoformans lysis, adenylate kinase release luminescence, 4 h; normalised: neutral wells 0, clomiphene wells 100 | lysis activity, % at 15 µM | 0.2% of 360,000 active;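 active = mean lysis activity across replicates of at least 80%, whatever share of replicates individually reach that level; inactive = mean lysis activity below 80%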
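Material: C. neoformans cells; Schedule: 4 h static compound exposure, 37 °C, read 1 h post-reagent; Measured by: adenylate kinase release luminescence; Read-out: signal increase indicating cell lysis; Controls: Clomiphene as positive lysis control.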
GSIS activator – GLuc luminescence reporter in INS-1E cells, primary screen for activators of glucose-dependent secretion of insulin | INS-1E GLuc reporter insulin secretion, 2-3 h | AID 743287, 2014 | activation, % at 16.6 µM | 0.61% of 370,000 active;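 active = lowest replicate activation of at least 40%, so every replicate reaches that level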;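 also: 0% = median of neutral control wells and 100% = median of IBMX positive control wells; some compounds called inactive have numbers as strong as hits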
FN deposition inh – inhibitors of fibronectin matrix deposition, primary screen, AH1F cells, Alexa488-fibronectin fluorescence, plate reader | inhibition, % at 12.6 µM | AH1F fibroblasts, overnight | 0.086% of 350,000 active;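 active = mean inhibition across replicates of 30% or more, regardless of how many single replicates reach that level; inconclusive = mean under 30% yet at least half of replicates reach 30%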;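 also: positive control wells lacked labelled fibronectin entirely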
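Material: AH1F fibroblast monolayer depositing Alexa488-labelled fibronectin into matrix | Input: 10000 AH1F cells/well | Medium: DMEM plus 2% serum, read in PBS | Reagent: Alexa488-fibronectin, 24 nM final in well | Compound dosing: One dose per compound, pinned | Schedule: 1 h adhesion, overnight exposure | Measured by: Fluorescence at 485 nm excitation, 525 nm emission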
PGC1a acetyl inh – inhibitors of PGC1a acetylation signal, primary screen, cell-based, U2OS, AlphaScreen, inhibitor mode; AlphaScreen anti-acetyl-lysine; with virally co-expressed GCN5 acetyltransferase; inhibition, % at 15.6 µM; 0.17% of 350,000 active;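 active = every replicate shows inhibition of at least 40%; inconclusive = mean inhibition at least 40% but some replicate below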;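 also: 0% = neutral control wells and 100% = positive control wells; some results beyond the cut were filed as inactive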
Statin myotox sup – suppressors of statin myotoxicity in C2C12 myotubes, primary screen, cell-based, single point, plate reader; C2C12 myotubes + simvastatin, ATP luminescence, 48 h; scaled: DMSO 0, geranylgeraniol control 100; rescue of ATP level, % at 7.49 µM; 0.78% of 330,000 active;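 active = mean ATP rescue above about 67%, or every replicate alone reaching that limit, limit read from the data, passing the limit was not always enough; inconclusive = no clear call, values can overlap the other calls; inactive = mean under the limit and some replicate under it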;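 also: myotubes were challenged with 10 µM simvastatin during compound exposure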
Numbers without * were called inactive; ? = inconclusive; · = not tested or not shown; [ ] = another dose, or the depositor's remark.

#	SMILES	miR-122 sensor	PglD inh	F508del corr	Cneo AK release
1	NC(=O)c1ccccc1NC(=O)/C=C/C(=O)O	-3	-2	·	1
2	CCc1cc(C(=O)Nc2ccccc2)cs1	-7	-1	·	-3
3	CC(=O)N(C)C[C@H]1Oc2ncc(C3=CCCC3)cc2C(=O)N([C@@H](C)CO)C[C@H]1C	-11[16.7 µM]	-2	-5.9	-2
4	COc1ccc(-c2nnn(Cc3nc(N)nc(N4CCOCC4)n3)n2)cc1OC	1	4	·	-3
5	C[C@@H]1CN([C@@H](C)CO)S(=O)(=O)c2ccc(-c3ccccc3)cc2O[C@H]1CN(C)Cc1cccc(F)c1	24[16.7 µM]	2	0.6	17
6	O=C(Nc1ccc2c(c1)[C@H]1C[C@H](CC(=O)N3CCCCC3)O[C@H](CO)[C@H]1O2)c1cccnc1	4[16.7 µM]	4	-2.2	-14
7	O=C(c1ccc(F)cc1)C(C(=O)N1CCCCC1)n1ccccc1=O (stereo not drawn)	6	0	-3.9	2
8	COc1cc(OC)cc(C(=O)Nc2ccn(C)n2)c1	3	3	1.9	0
9	Cc1c(NS(=O)(=O)c2cccc(C(=O)N3CCC(C)CC3)c2)c(=O)n(-c2ccccc2)n1C	3	5	2.6	1
10	CC(C)CC(CO)N1CCN(C(=O)c2ccc(Cl)cc2Cl)CCC1=O (stereo not drawn)	0	-5	1.4	4

#	GSIS activator	FN deposition inh	PGC1a acetyl inh	Statin myotox sup
1	·	8	-62	1
2	28	10	-4	-43
3	24	4	-3	-4
4	96*	·	-6	1
5	-2	9	19	-70
6	-7	5	0	9
7	12	·	3	-8
8	-12	3	-5	4
9	·	·	-15	-10
10	-3	10	11	3

#	SMILES	miR-122 sensor	PglD inh	F508del corr	Cneo AK release
11	O=C(O)COc1ccc(/C=N/NC(=O)c2ccc(-c3csc(Nc4ccc(Cl)cc4)n3)cc2)cc1	2	3	1.4	-2
12	CC(=O)C(Sc1ncnc2sc3c(c12)CCCC3)C(C)=O	·	·	0.6	·
13	Cc1ccc(S(=O)(=O)N2CCN(C(=O)COC(=O)CNC(=O)c3ccccc3)CC2)c(C)c1	·	-1	3.2	10
14	O=C(C[C@H]1CC[C@@H]2[C@H](COC[C@H](O)CN2C(=O)c2ccc3c(c2)OCO3)O1)NC1CCCC1	2[16.7 µM]	-4	0.4	-1
15	Cc1cccc2sc(N(CCCN(C)C)C(=O)c3nc4ccccc4s3)nc12	-6	-7	·	8
16	COc1ccccc1C(=O)NC(=O)COc1ccc([N+](=O)[O-])cc1	-1	4	0.4	1
17	O=C(CSc1nnc(COc2ccc(F)cc2)o1)N1CCCCC1	-1	0	-2.9	1
18	COc1cccc(Cn2nnc(C(=O)NCc3ccc(F)cc3)c2N)c1	1	-4	-1.3	-2
19	CO[C@@H]1CC[C@H]2CCOc3c(C#N)cccc3C(=O)N(C)[C@@H](C)C(=O)N(C)C[C@H]1O2	·	4	0.1	-1
20	O=Cc1c(Sc2ccccc2)nc2ccccn2c1=O	-3	3	·	-7

#	GSIS activator	FN deposition inh	PGC1a acetyl inh	Statin myotox sup
11	24	-5	4	1
12	8	-1	10	·
13	-19	8	·	18
14	11	0	1	3
15	23	5	5	10
16	-7	2	0	2
17	0	6	-1	0
18	23	-4	·	6
19	-14	2	1	3
20	·	·	-18	?

The list goes on; the last 2 above are carried over.
#	SMILES	miR-122 sensor	PglD inh	F508del corr	Cneo AK release
19	CO[C@@H]1CC[C@H]2CCOc3c(C#N)cccc3C(=O)N(C)[C@@H](C)C(=O)N(C)C[C@H]1O2	·	4	0.1	-1
20	O=Cc1c(Sc2ccccc2)nc2ccccn2c1=O	-3	3	·	-7
21	N#C[C@H]1[C@H](c2ccc(C#CC3CCCC3)cc2)[C@H](CO)N1S(=O)(=O)c1ccccc1	·	6	-1.8	-2
22	O=C(CSc1nnc(-c2ccncc2)n1-c1ccccc1)NCC1CCCO1 (stereo not drawn)	0	-2	2.5	2
23	CN(C)CCNCc1ccc(OC2CCCC2)cc1	-2	-1	·	5
24	COC(=O)c1sc(NC(=O)CSc2nc3cccnc3n2C2CCCCC2)nc1C	-13	-1	·	0
25	O=C(Nc1ccc(Br)cc1)C1CC=CCC1C(=O)OCC1CCCO1 (stereo not drawn)	2	0	-1.9	3
26	COC(=O)C1(CO)NC(c2cccs2)C2C(=O)N(c3ccccc3)C(=O)C21 (stereo not drawn)	-6	-3	·	2
27	O=C(Nc1ccc(Br)cc1F)C1CCN(c2nnc(-n3cccc3)s2)CC1	3	4	-0.4	1
28	CC(=O)c1ccc(NC(=O)CCS(=O)(=O)c2ccc3c(c2)n(C)c(=O)c(=O)n3C)cc1	-1	0	·	1
29	CC(C)C[C@@H](CNCC(=O)[C@H](C)NC(=O)c1[nH]cnc1C(=O)N[C@H](CN)CC(C)C)NC(=O)c1nc[nH]c1C(=O)N[C@@H](C)C(=O)O	-3	4	1.8	0
30	CCOc1ccccc1NC1c2ccccc2C(=O)N1c1ccc(C)cn1 (stereo not drawn)	-3	-4	-0.5	1

#	GSIS activator	FN deposition inh	PGC1a acetyl inh	Statin myotox sup
19	-14	2	1	3
20	·	·	-18	?
21	3	-16	0	-3
22	6	1	-7	2
23	·	·	-12	-4
24	·	-9	-5	·
25	-12	·	-2	-2
26	·	-4	7	-1
27	-18	-2	·	10
28	·	·	0	1
29	-1	3	2	9
30	-17	-9	6	-6

#	SMILES	miR-122 sensor	PglD inh	F508del corr	Cneo AK release
31	CC(C)N1C(=S)SC(C)(C)C1n1oc(=O)n(-c2cccc(Cl)c2)c1=O (stereo not drawn)	-2	3	-4.1	-4
32	CC(C)(C)C(=O)Nc1ccc2oc(-c3cc(F)c(F)cc3Cl)nc2c1	-11	1	·	-1
33	C[C@@H]1CN([C@H](C)CO)S(=O)(=O)c2ccc(-c3ccccc3)cc2O[C@@H]1CN(C)CC1CC1	3[16.7 µM]	-4	-2.0	60
34	CCCOc1ccc(C(=O)N2CCCc3ccccc32)cc1	15	-8	·	0
35	Cn1sc(NC(=O)c2cccc(Cl)c2)nc1=O	1	-3	·	-2
36	Cc1ccccc1C(=O)N1CCC(C(=O)O)CC1	-3	2	·	0
37	CCc1sc(N2[C@@H](C#N)[C@@H](c3ccccc3-c3cccc(F)c3)[C@@H]2CO)nc1C	·	·	-1.8	·
38	COc1cc(CNCc2ccccn2)ccc1OCc1ccccc1Cl	6	0	·	-1
39	C[C@@H]1CN([C@H](C)CO)C(=O)Cc2cc(NC(=O)c3ccncc3)ccc2O[C@@H]1CN(C)S(=O)(=O)c1ccc(Cl)cc1	-1[16.7 µM]	5	-0.5	-3
40	O=S(=O)(c1cccc(-n2cnnn2)c1)N1CCOCC1	-7	0	·	-4

#	GSIS activator	FN deposition inh	PGC1a acetyl inh	Statin myotox sup
31	10	4	-22	17
32	12	·	-11	-36
33	11	0	-1	-49
34	·	5	-9	-8
35	·	-2	5	3
36	12	2	5	7
37	3	2	-16	·
38	-49	-3	2	-25
39	27	·	3	9
40	19	·	5	8

#	SMILES	miR-122 sensor	PglD inh	F508del corr	Cneo AK release
41	O=C(CN1C(=O)NC2(CCOc3ccccc32)C1=O)c1ccc(F)cc1 (stereo not drawn)	0	-4	-1.9	0
42	O=C(NC1CC2CCCC(C1)N2C(=O)N1CCCCC1)C1CCCCC1 (stereo not drawn)	1	5	·	-1
43	CCN(CC)S(=O)(=O)c1ccc(N2CCOCC2)c(NC(=O)CCC2CCCCC2)c1	27	1	·	7
44	CCc1ccc(OCC(=O)N2CC(C(=O)OC)Oc3ccccc32)cc1 (stereo not drawn)	-6	6	3.7	-2
45	COc1ccc(CNC(=O)Cc2csc(Nc3nc(=S)[nH]c4ccccc34)n2)cc1	5	1	·	-2
46	O=C(Cn1cnc2c(nnn2Cc2ccccc2)c1=O)NCc1ccco1	-8	0	0.6	0
47	COc1ccc(-c2ccc([C@H]3[C@@H](C#N)N(C(=O)c4cccc(F)c4)[C@H]3CO)cc2)cc1	·	-2	-3.1	-1
48	COc1cccc(CC(=O)Nc2ccc3c(c2)CCC3)c1	-1	·	-2.2	·
49	O=C1NC(=O)C2(CCCCC2)N1	-9	1	0.3	0
50	COc1cc(CNC2CCCCC2OC)cc(OC)c1 (stereo not drawn)	·	1	1.8	-1

#	GSIS activator	FN deposition inh	PGC1a acetyl inh	Statin myotox sup
41	0	3	-8	9
42	-1	·	-2	·
43	-28	·	·	·
44	-18	-1	-1	-7
45	5	9	-10	-16
46	-7	7	9	-10
47	-2	0	4	-9
48	-39	1	-9	-4
49	·	6	·	5
50	37	-3	·	·

In the list so far, 5 have an aryl thioether with sulfur outside any ring.
#	SMILES	miR-122 sensor	PglD inh	F508del corr	Cneo AK release
12	CC(=O)C(Sc1ncnc2sc3c(c12)CCCC3)C(C)=O	·	·	0.6	·
17	O=C(CSc1nnc(COc2ccc(F)cc2)o1)N1CCCCC1	-1	0	-2.9	1
20	O=Cc1c(Sc2ccccc2)nc2ccccn2c1=O	-3	3	·	-7
22	O=C(CSc1nnc(-c2ccncc2)n1-c1ccccc1)NCC1CCCO1 (stereo not drawn)	0	-2	2.5	2
24	COC(=O)c1sc(NC(=O)CSc2nc3cccnc3n2C2CCCCC2)nc1C	-13	-1	·	0

#	GSIS activator	FN deposition inh	PGC1a acetyl inh	Statin myotox sup
12	8	-1	10	·
17	0	6	-1	0
20	·	·	-18	?
22	6	1	-7	2
24	·	-9	-5	·

New compounds follow
#	SMILES	miR-122 sensor	PglD inh	F508del corr	Cneo AK release
51	C[C@H](CO)N1C[C@H](C)[C@H](CN(C)S(=O)(=O)c2ccc(F)cc2)Oc2ccc(NC(=O)Nc3cccc4ccccc34)cc2CC1=O	-2[16.7 µM]	0	2.2	2
52	Cc1ccc2nc(C)cc(OCC(=O)O)c2c1	1	21*	·	-1
53	Cc1ccnc(NC(=O)c2ccc(Cl)c(NC(=O)C(C)Oc3ccccc3)c2)c1 (stereo not drawn)	-4	·	-4.9	·
54	C[C@H](CO)N1C[C@H](C)[C@H](CN(C)Cc2ccc(-c3ccccc3)cc2)Oc2ccc(NC(=O)Cc3ccccc3)cc2CC1=O	-7[16.7 µM]	1	2.6	0
55	COc1ccc(C(CNC(=O)c2cc(S(=O)(=O)N3CCN(c4ccccc4)CC3)ccc2Cl)N(C)C)cc1 (stereo not drawn)	-16	-1	1.6	0
56	O=C1N/C(=N\N=C\c2ccc3ncccc3c2)SC1Cc1ccc(SC(F)F)cc1 (stereo not drawn)	-10	2	·	0
57	Cc1cc(C)n(CCC(=O)N=Nc2c(O)[nH]c3ccc(Br)cc23)n1	·	·	-3.3	·

#	GSIS activator	FN deposition inh	PGC1a acetyl inh	Statin myotox sup
51	1	·	4	1
52	·	-11	-59	0
53	4	17	-28	4
54	-8	·	-5	32
55	-49	-5	0	-10
56	·	9	4	12
57	2	5	1	·
